Screening results (PubChem)
All columns: NCI-60 one-dose screen, growth in % after 48 h at 10 µM unless noted; 100 = growth as untreated, 0 = no growth, -100 = all killed.
SF-268 – SF-268 CNS cancer cells; 82,000 tested, 3.1% active; AID 1794759
TK-10 – TK-10 renal cancer cells; 81,000 tested, 3.9% active; AID 1794769
U251 – U251 CNS tumor cells; 80,000 tested, 5.4% active
786-0 – 786-0 renal cancer cells. AID 1794775. 81,000 tested, 5.1% active
SF-295 – SF-295 CNS cancer cells. 79,000 tested, 5.6% active
UO-31 – UO-31 renal cancer; 81,000 tested, 5.2% active; AID 1794768
SN12C – SN12C renal cancer cells; AID 1794767; 81,000 tested, 3.8% active
CAKI-1 – CAKI-1 renal cancer; 75,000 tested, 4.7% active
Starred values were filed as active, the others as inactive; · = not tested or not shown; & = joins results of further samples. How the source made its calls: active means growth percent below 10; inactive means the rest. An unsorted share of the library. About 9.2% of those tested had a hit in this group.

Every second line gives: CAKI-1	TK-10	SN12C	786-0	U251	SF-268	SF-295	UO-31
CCCC(=O)Nc1ncnc2c1ncn2C1O[C@@H]2COP(=O)(O)O[C@H]2[C@H]1OC(=O)CCC (stereo not given in full)
    92.5	101.7	107.0	105.9	107.7	113.5	110.1	88.1
CO[C@@]1(NC(=O)C(C(=O)O)c2ccc(O)cc2)C(=O)N2C(C(=O)O)=C(CSc3nnnn3C)CO[C@@H]21 (stereo not given in full)
    91.4	111.6	102.5	102.9	102.5	109.5	109.4	89.7
CCCCCCCCCCCCNC(=S)N/N=C/c1c(O)ccc2ccccc12
    86.7	115.7	93.4	105.7	99.8	95.8	98.1	68.6
COc1ccc(C(C)=O)cc1
    ·	108.6	104.1	104.5	113.9	115.7	132.3	98.6
CNS(=O)(=O)c1cc(Br)ccc1Br
    98.9	90.4	·	90.5	91.2	98.2	97.7	101.2
CCCCCCCS(=O)(=O)N1CCCC(C(=O)Nc2nc3ccc(NC(=O)c4ccc(F)c(OC)c4F)cc3s2)C1 (stereo not given)
    59.0	85.9	51.3	50.0	38.6	63.1	48.7	67.9
Cc1nc2ccc(Br)cn2c1-c1nnc(SCc2ccc(F)cc2)o1
    62.9	120.1	64.2	63.3	72.8	61.6	94.2	41.2
COc1ccc(C2=Nc3c(N)nc(SC)nc3NC(c3ccc4c(c3)OCO4)C2)cc1 (stereo not given)
    74.9	151.4	92.4	82.0	87.0	86.8	118.7	59.5
C=C1CC[C@@H]2[C@](C)(COC(C)=O)[C@H](OC(C)=O)CC[C@@]2(C)[C@@H]1CC(Nc1ccc(S(=O)(=O)Nc2nccs2)cc1)C1=CCOC1=O (stereo not given in full)
    55.9	55.0	15.6	6.3*	4.2*	21.3	73.0	13.5
CS(=O)(=O)c1nccc(-c2c(-c3ccc(F)c(OCCc4ccc(F)cc4)c3)nc3sccn23)n1
    44.7	84.8	62.4	87.3	71.4	82.8	89.0	-51.8*
CCOC(=O)c1c(C)nc2c(c1N)CC(=O)N2Cc1cc(OC)c(OC)c(OC)c1
    50.6	54.8	74.0	66.2	38.3	69.5	39.5	62.2
O=C1NCCO1
    99.3&104.2	109.1&98.5	103.5&96.9	106.8&92.0	103.9&100.5	104.6&100.4	120.6&99.1	99.8&88.5
NC(=O)c1nccc2ccccc12
    106.8	103.5	104.3	102.7	103.2	104.5	108.4	69.9
O=C(O)CCC(=O)Nc1ccc(S(=O)(=O)Nc2nccs2)cc1
    107.2&88.8	101.5&104.4	93.0&105.2	96.0&95.2	96.1&104.1	102.4&113.9	95.0&103.4	95.7&81.2
NC(=O)N/N=C/c1ccc(Cl)cc1
    102.8	94.8	99.1	94.2	95.4	105.8	98.7	95.5

The closing two records of the part above come first, to join the parts.
Every second line gives: CAKI-1	TK-10	SN12C	786-0	U251	SF-268	SF-295	UO-31
O=C(O)CCC(=O)Nc1ccc(S(=O)(=O)Nc2nccs2)cc1
    107.2&88.8	101.5&104.4	93.0&105.2	96.0&95.2	96.1&104.1	102.4&113.9	95.0&103.4	95.7&81.2
NC(=O)N/N=C/c1ccc(Cl)cc1
    102.8	94.8	99.1	94.2	95.4	105.8	98.7	95.5
CC1(C)OB(c2ccc(Cn3cc(F)c(=O)[nH]c3=O)cc2)OC1(C)C
    85.7	101.6	101.6	105.4	105.0	94.7	101.8	87.3
NC(=O)c1c(NC(=O)c2ccc(F)cc2F)sc2c1CCC(=O)C2
    33.9	61.9	72.9	83.4	32.4	34.7	99.7	29.3
COc1cc(CO)cc2cc3ccccc3nc12
    93.6	118.5	101.2	97.8	99.2	100.1	102.2	81.7
Cc1cccc2c1C[C@@]1(C2=O)C(c2ccc(F)cc2)=NOS1=O (stereo not given in full)
    86.9	134.4	92.7	96.5	98.2	94.6	100.1	74.6
COc1ccc(-c2nc3sccn3c2/C=C/C(=O)c2cc(OC)c(OC)c(OC)c2)cc1OC
    3.3*	82.6	40.3	27.7	10.0	28.2	5.2*	14.0
O=CNc1ccc(-c2nn(-c3ccccc3)cc2/C=C2\SC(=S)NC2=O)cc1
    89.2	108.3	69.7	66.2	71.7	84.4	82.1	71.9
Cc1ccc(/C(=C/c2ccc([N+](=O)[O-])cc2)C(=O)O)cc1
    103.6	98.3	96.8	103.8	99.4	106.9	98.3	94.9
NNc1nc2nc(-c3ccccc3)cn2[nH]1
    83.3	145.3	94.9	103.1	98.5	97.3	98.1	64.8
Cc1ccc2c(c1)C(=O)CCS2
    99.0	90.8	100.7	100.9	92.9	111.6	108.4	83.8
C/C(=N\NC(=S)Nc1cccc(C)c1)c1cc2ccccc2oc1=O
    84.2	147.4	96.2	110.7	104.3	102.8	93.1	93.8
COc1cccc(/C=N\NC(=O)c2ccncc2)c1O
    13.2	41.1	62.8	35.5	31.6	42.2	55.8	29.0
O=C(OCCO)c1ccccc1
    100.3	87.9	97.1	99.2	91.3	107.5	·	86.6
NC(=O)NCNC(N)=O
    111.3	107.8	104.3	99.2	100.5	108.5	122.8	87.7
CCOC(=O)c1cc(C(=O)c2ccc(OC)c(OC)c2)n2ccc(-c3ccccn3)cc12
    78.7	55.4	60.6	100.7	21.7	25.3	69.1	76.3
COc1ccc(S(=O)(=O)N(C)c2oc(-c3ccc(Cl)cc3)nc2C#N)cc1
    75.6	94.3	88.4	98.2	81.1	82.7	91.9	72.2

Single values from the entries so far:
C/C(=N\NC(=S)Nc1cccc(C)c1)c1cc2ccccc2oc1=O @ SF-268: 102.8
NC(=O)c1c(NC(=O)c2ccc(F)cc2F)sc2c1CCC(=O)C2 @ TK-10: 61.9
CC1(C)OB(c2ccc(Cn3cc(F)c(=O)[nH]c3=O)cc2)OC1(C)C @ CAKI-1: 85.7
NC(=O)NCNC(N)=O @ SF-268: 108.5
COc1ccc(-c2nc3sccn3c2/C=C/C(=O)c2cc(OC)c(OC)c(OC)c2)cc1OC @ SF-268: 28.2

Additional entries follow.
Every second line gives: CAKI-1	TK-10	SN12C	786-0	U251	SF-268	SF-295	UO-31
COc1ccc(Cl)cc1/C=C/C(=O)/C=C(/C=C/c1cc(Cl)ccc1OC)OB(F)F
    97.9	108.4	103.0	104.5	98.6	104.2	103.4	88.2
Cc1cccc(NC(=O)Nc2ccccc2Cl)n1
    ·	110.1	72.5	91.2	100.2	77.0	88.2	89.7
COCC(=O)CC(C)=O
    98.2	99.3	104.7	103.4	93.2	98.7	97.2	90.6
Cc1c(N=O)cc(C(C)C)c(O)c1I
    ·	104.6	102.6	92.3	105.4	98.1	100.4	87.3
CCOC(=O)c1c(C)nc2c(c1N)C(=O)C(=O)N2c1ccccc1
    91.6	98.5	98.5	95.5	88.3	90.2	94.2	80.3
CCN(CC)c1ccc2nc3ccc(N=Nc4ccc(O)cc4)cc3[n+](-c3ccccc3)c2c1
    90.5	66.6	75.5	88.5	44.1	81.0	66.8	48.5
CCOC(=S)SCCSC
    93.7	89.7	108.1	97.7	94.9	99.8	100.6	94.2
CC(=O)C(C(c1ccccc1)N1CCCc2ccccc21)N1CCOCC1 (stereo not given)
    79.1&91.4	109.0&97.0	101.2&98.1	92.1&108.6	97.3&100.4	98.4&108.1	107.8&134.0	69.2&67.8
CC1OC(OC2C(OC3C[C@@]4(C)C(C[C@H](O)[C@H]5[C@H](C6(C)CCC(C(C)(C)O)O6)CCC54C)[C@]4(C)CC[C@@H](O)C(C)(C)C34)OC(CO)C(O)C2O)C(O)C(O)C1O (stereo not given in full) (tested in a mixture with another compound)
    105.1	102.8	98.4	122.2	103.6	110.9	114.9	99.0
CCCCCCN(CCCCCC)C(F)(F)C(=O)Nc1ccc(S(=O)(=O)c2ccc(NC(=O)C(F)(F)N(CCCCCC)CCCCCC)cc2)cc1
    79.5	78.8	83.2	88.6	50.7	82.0	78.0	69.4
OC(COC(N(F)F)(N(F)F)N(F)F)C(O)COC(N(F)F)(N(F)F)N(F)F (stereo not given)
    ·	92.6	104.0	113.1	104.1	111.9	112.7	74.6
O=C(CCN1C(=O)CCC1=O)Nc1ncc(Cc2ccccc2Cl)s1
    95.7	97.9	99.1	105.0	98.1	102.2	106.2	88.5
Cc1ccc(-c2csc3nc(C)c(CCN4CCOCC4)c(=O)n23)cc1
    89.1	142.5	101.0	101.6	97.7	102.8	82.4	64.5
Cc1nc2c(=O)nc3s/c(=C\c4ccco4)c(=O)n3c2nc1C
    88.4	92.9	97.8	97.1	93.5	100.4	91.2	73.1
O=S(=O)(c1ccccc1)N1CCN(c2ccccc2)CC1
    93.0	125.7	107.6	100.3	107.1	107.0	103.7	74.9
COc1ccc(NC(=O)[C@H](CO)NC(=O)OC(C)(C)C)cc1C(=O)Nc1cccc(C2CC(=O)c3c(cc(OC)c(OC)c3OC)O2)c1 (stereo not given in full)
    38.6	102.5	49.0	68.3	61.9	65.1	69.1	40.4
Cc1ccc(C(=O)c2c(N)c(C#N)cn2Cc2ccc(Cl)cc2Cl)cc1
    96.2	95.3	102.6	99.6	99.2	100.4	106.8	89.9
CSC1CCCCC1O (stereo not given)
    125.5	92.5	99.7	99.8	·	106.4	·	97.0
CCOC(=O)n1cc(-c2nonc2-c2cn(C(=O)OCC)c3ccc(Br)cc23)c2cc(F)ccc21
    53.6	84.4	90.7	83.1	89.1	80.1	71.6	63.6
O=C(Cc1cc2ccccc2[nH]1)N(CCCc1cnc[nH]1)Cc1ccccc1
    53.2	112.7	77.1	78.2	90.0	83.2	33.6	49.9
O=C(O)c1cc2c(s1)C(=O)c1sccc1C2=O
    107.5	115.1	-46.9*	93.2	30.4	45.2	57.4	-43.1*
O=c1ssc(=Nc2ccc(Cl)cc2)n1-c1ccc(Cl)cc1
    82.6	81.9	84.6	88.4	71.1	85.6	69.8	75.2
COC(=O)c1cc([N+](=O)[O-])cc2ccccc12
    90.6	115.2	105.3	100.6	97.6	107.8	97.1	86.4
Oc1ccc(CCC2CCNCC2)cc1
    89.0	98.7	102.3	100.4	96.9	106.3	97.2	105.7
COC1OC(CO)C(OC)C(O)C1O (stereo not given)
    104.9	110.4	104.1	101.2	99.6	95.7	96.7	92.5
O=[N+]([O-])c1cc(NS(=O)(=O)c2ccccc2)ccc1NS(=O)(=O)c1ccccc1
    129.2	112.4	90.4	102.0	102.0	105.8	133.4	95.8
CCCCCCCCCCCCCCCCCC(=O)OCCC(C)CCCC(C)C (stereo not given)
    93.1	127.8	99.8	120.0	111.5	104.9	114.3	73.4
N#CC1(Nc2ccc3ccccc3c2)CCCC1
    95.8&86.8	107.6&89.5	103.8&88.9	106.0&107.7	107.4&102.2	108.7&93.1	117.2&107.7	57.0&39.3
O=c1[nH]c2cc(F)ccc2c2ccc(F)cc12
    74.2	115.0	74.1	102.6	75.8	103.4	91.9	65.5
Nc1nc2c(N=Nc3ccc(Cl)cc3)c(N)nn2cc1-c1nc2ccccc2s1
    96.8	123.5	92.2	99.5	105.4	95.2	105.7	89.9
COC/C=C(/COC)OC
    91.2	98.0	98.6	107.2	102.2	107.0	125.7	78.9
COc1cc(/C(=C2/O[C@@H]([C@H]3COC(C)(C)O3)[C@H]3OC(C)(C)O[C@@H]23)c2cccc(N)c2)cc(OC)c1OC
    105.8	119.1	95.5	90.7	106.3	105.3	102.9	96.2
Cc1ccc(S(=O)(=O)OCCCCl)cc1
    103.4	96.4	107.0	100.3	90.8	104.0	103.4	96.0
CCOC(=O)c1[nH]c(C)c(C(=O)OCC)c1C
    94.1&95.2	90.5&88.1	99.6&88.2	81.5&88.6	98.3&92.3	98.4&96.5	96.1&97.3	90.3&93.7
Cc1cc(C)cc(C(C)(C)C)c1
    89.8	93.6	94.5	100.5	107.5	100.2	93.1	88.7
Nc1n[nH]c2cccc(C#Cc3cccc(NC(=O)Nc4cc(C(F)(F)F)cc(C(F)(F)F)c4)c3)c12
    -15.6*	-3.3*	-85.9*	-20.3*	-78.5*	-2.9*	-75.3*	-52.5*
N#CC(C#N)=CNc1ccccc1C(=O)NCCCn1ccnc1
    90.5	115.7	96.3	104.1	106.7	91.7	106.1	88.7
CC1([N+](=O)[O-])COC(/C=C/c2ccccc2)OC1 (stereo not given)
    ·	92.4	99.5	102.8	100.5	107.3	·	79.2
O=C(/C(=C/c1ccc(O)cc1)c1ccccc1)c1ccccc1
    94.7	90.6	101.9	103.5	·	88.3	108.8	65.5
S=C(Cc1ccccc1)Nc1ccccc1
    104.2	102.6	104.6	98.9	99.8	98.8	111.6	76.0
Cc1cc(S(=O)(=O)O)cc(C)c1N
    105.4	122.0	96.3	100.1	105.7	98.6	113.9	·
Nc1ccc2oc3nccc(NCc4cccc(Br)c4)c3c2c1
    80.9	81.7	80.8	82.0	84.1	80.6	75.6	53.8
Cn1nc(C(=O)O)c(=O)[nH]c1=S
    89.3	95.1	104.0	104.2	102.5	101.7	122.1	74.8
Cc1nc([P+](c2ccccc2)(c2ccccc2)c2ccccc2)c(N2CCOCC2)o1
    97.4	98.8	100.9	103.1	89.4	90.6	103.1	97.1
C/C(=N/O)c1ccc(NC(=O)Cn2nc(-c3ccc(Cl)cc3)nc2N)cc1
    ·	119.9	102.2	109.3	90.3	89.2	107.3	66.0
C/C(=N\NC(N)=S)c1nc2ccc(Cl)cc2[nH]1
    26.9	33.9	48.5	31.2	49.9	33.2	44.8	41.9
Cc1c(C(N)=O)sc2[nH]c(=S)n(Cc3ccccc3)c(=O)c12
    92.0	98.4	103.5	98.9	96.6	101.3	110.0	79.8
CC1(C)C2(C(N)=O)C(=O)NC(=O)C12C(=O)O (stereo not given)
    101.6	145.4	101.8	106.9	104.1	115.0	98.7	90.8
Cc1cc2c(cc1-c1cc(/C=C/C(=O)O)ccc1O)C(C)(C)C=CC2(C)C
    88.2	118.8	101.1	102.0	90.7	87.5	99.6	88.3
